High-throughput results (PubChem BioAssay)
S1P3 antag: S1P3 (human) receptor antagonism; actives 0.27% (n = 170,000); AID 485; CHO S1P3 NFAT-BLA reporter, FRET fluorescence, antagonist mode; inhibition, % at 4.98 µM;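 active means inhibition above the plate cutoff, the mean inhibition of test wells on that plate plus 3 SD, cut at about 28% in these data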;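 further: cells challenged with S1P at its EC80 of 0.8 µM; blue over green emission ratio from cleaved BLA substrate after 4 h stimulation; 0% = S1P-stimulated wells and 100% = unstimulated DMSO-only wells; some compounds past the cut are filed as inactive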
Target sequence (Q99500 whole entry, looked up): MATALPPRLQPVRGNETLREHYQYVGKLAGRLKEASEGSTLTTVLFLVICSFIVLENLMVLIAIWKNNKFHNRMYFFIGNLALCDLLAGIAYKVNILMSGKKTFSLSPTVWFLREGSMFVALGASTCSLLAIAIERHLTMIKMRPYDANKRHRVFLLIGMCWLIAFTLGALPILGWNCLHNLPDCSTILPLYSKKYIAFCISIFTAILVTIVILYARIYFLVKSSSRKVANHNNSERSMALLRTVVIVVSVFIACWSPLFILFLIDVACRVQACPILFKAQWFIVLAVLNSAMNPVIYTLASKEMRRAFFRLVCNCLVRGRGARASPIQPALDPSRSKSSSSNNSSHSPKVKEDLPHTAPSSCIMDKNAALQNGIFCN
DTT redox prof: compounds producing H2O2 with reducing agent – biochemical, NIH compound library profiling, artefact control for MLSCN library redox annotation, primary screen; DTT-dependent redox cycling H2O2, phenol red/HRP absorbance; 100% = 100 µM peroxide control, 0% = buffer; activation, % at 10 µM; actives 0.03% (n = 200,000);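 active means activation of at least 50% relative to the plate's high and low controls in the primary single-dose screen; inactive means activation below 50%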;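 further: compound incubated with DTT at 0.8 mM final as the reducing agent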
Diaphorase inh: counter-screen for diaphorase-based assays: diaphorase inhibitors and chemical oxidizers. diaphorase resazurin-to-resorufin fluorescence, NADH, 16 min; bacterial (C. kluyveri) enzyme, not human. inhibition, % at 20 µM. actives 0.69% (n = 190,000). AID 1217;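 active means primary screen inhibition at 20 µM above a set limit, cut at about 50% in these data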;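 further: plate controls were DMSO with full reaction for no effect and wells lacking NADH for full effect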
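Test system: bacterial diaphorase enzyme (C. kluyveri); Quantity: 0.14 U/mL diaphorase, enzyme working solution; Times: reaction incubation of 16 min at room temperature; Measured by: fluorescence of resorufin formed from resazurin, Ex 544/Em 590 nm; Benchmarks: positive control minus NADH, DMSO neutral control.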
G6PDH counter: counter-screen for G6PDH assay hits: L. mesenteroides G6PDH inhibition. AID 1020. Purified L. mesenteroides G6PDH, diaphorase/resazurin coupled fluorescence, 45 min. actives 0.12% (n = 200,000). inhibition, % at 5 µM
TLR4 MyD88 comp: blocks binding of human TLR4 to MyD88; O00206+Q99836; HeLa CL3-4 TLR4/MyD88 BLA complementation, FRET ratio; inhibition, % at 8.4 µM; actives 0.18% (n = 200,000); in the data active means inhibition above about 25%;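 further: 0% = vehicle and 100% = reference inhibitor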
PMI act satM6P: activators of human phosphomannose isomerase at near-saturating mannose 6-phosphate. P34949. coupled PMI enzyme assay, resazurin fluorescence, 20 min; hits give high values; 1 = untreated enzyme, 0 = substrate-free blank. activation factor at 20 µM. actives 0.34% (n = 190,000). AID 1216;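 active means activation factor of 2 or more at 20 µM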
Target sequence (P34949 whole entry, looked up): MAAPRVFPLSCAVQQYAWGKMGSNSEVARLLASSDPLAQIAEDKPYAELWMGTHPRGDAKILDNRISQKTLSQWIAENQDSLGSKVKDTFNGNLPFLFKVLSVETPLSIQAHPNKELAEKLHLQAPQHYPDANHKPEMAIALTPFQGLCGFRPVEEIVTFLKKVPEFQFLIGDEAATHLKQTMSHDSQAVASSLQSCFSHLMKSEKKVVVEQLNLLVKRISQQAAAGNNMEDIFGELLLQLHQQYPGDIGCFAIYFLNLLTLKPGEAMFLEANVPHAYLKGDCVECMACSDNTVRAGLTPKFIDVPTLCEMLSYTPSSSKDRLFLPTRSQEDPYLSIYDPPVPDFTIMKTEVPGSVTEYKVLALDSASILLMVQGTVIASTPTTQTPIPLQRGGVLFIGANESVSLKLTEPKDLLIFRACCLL
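Technique: Diaphorase-driven resazurin-to-resorufin fluorescence, excitation 544, emission 590 nm | Assay system: Human PMI in coupled enzyme assay | Times: Enzyme reaction with compound 20 min at room temperature | Medium: HEPES-buffered pH 7.4 with magnesium and detergent | Reagent: Mannose-6-phosphate 1.0 mM (near-saturating) plus 0.22 mM NADP+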
Diaphorase act: counter-screen for diaphorase-based assays: diaphorase activators and chemical reducers; Diaphorase/resazurin coupled assay, resorufin fluorescence, 16 min; hits give high values; 1 = vehicle wells, 0 = NADH-free wells; activation factor at 20 µM; actives 0.005% (n = 190,000); AID 1229;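 active means diaphorase activity raised at least twofold by the compound at 20 µM; inactive means activation factor below 2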
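Material: bacterial diaphorase enzyme (C. kluyveri); amount: enzyme 0.07 U/mL final; reagent: NADH substrate 0.114 mM plus resazurin dye 0.1 mM, final; doses: single compound dose of 20 µM, 1% DMSO final; timing: 16 min enzyme reaction, ambient temperature; measured by: fluorescence of resorufin, 544 nm excitation, 590 nm emission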
RAM inhibit: blocks the yeast RAM network; S. cerevisiae dse1pr::URA3 reporter, 5-FOA growth OD615, 2 d; analog-sensitive cbk1-as2 kinase mutant strain; inhibition, % at 50 µM; actives 1.8% (n = 190,000);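 active means inhibition above a set limit, 3 SD over mean compound inhibition, cut at about 8.4% in these data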;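 further: 0% = DMSO-only wells with no growth and 100% = 10 µM 1-NA-PP1 full growth; inhibition rescues growth on 5-FOA so higher OD means more RAM inhibition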
Hsp70 act: switches on Hsp70 transcription; HeLa Hsp70 promoter luciferase reporter, luminescence; scaled: vehicle 0, proteasome-inhibitor control 100%; activation, % at 10 µM; actives 0.04% (n = 200,000); AID 1203;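 active means activation above the mean across all tested compounds plus 3 SD, cutoff set per campaign, cut at about 5.5% in these data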;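 further: 100% = MG132 at 30 µM as the positive control and 0% = DMSO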
Lmaj promast: inhibitors of Leishmania major promastigote growth. Leishmania major promastigotes, resazurin fluorescence viability. inhibition, % at 10 µM. actives 9% (n = 200,000);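 further: promastigotes grown with compound for 44 hours at 28 °C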
PMI act: activators of human phosphomannose isomerase; purified human PMI, coupled resazurin fluorescence, 20 min; hits give high values; 1 = vehicle control, 0 substrate-free wells; actives 0.005% (n = 190,000); P34949; activation factor at 20 µM;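 active means activation factor of 2 or more at 20 µM, relative to plate controls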
* marks the source's active call; other numbers are inactive results; · = not tested or not shown. Unless noted, no stated cut-off is given here; in the data, active means inhibition above about 50%; inactive means the rest.

structure | S1P3 antag | DTT redox prof | Diaphorase inh | G6PDH counter | TLR4 MyD88 comp | PMI act satM6P | Diaphorase act | RAM inhibit | Hsp70 act | Lmaj promast | PMI act
Cc1ccc(-c2[nH]n3c(=O)c4c(nc3c2C)CCCC4)cc1 | 31 | 2.7 | 14 | 9 | 14 | 0.8 | 0.9 | 3.6 | -0.5 | 16 | 0.8
CCOCc1nnc(NC(=O)c2ccc(OC)cc2)s1 | · | 0.6 | 4 | 3 | 4 | 0.9 | 1 | -0.6 | -0.2 | -9 | 1
Cn1c(NC(=O)/C=C\c2ccccc2)cc(=O)n(C)c1=O | 10 | 0.2 | -11 | -2 | 1 | 1.1 | 1.1 | 3.8 | -0.2 | -6 | 1.1
Cc1ccsc1/C=N/n1c(C2CCCCC2)n[nH]c1=S | 5 | 0.2 | 15 | -23 | 6 | 0.9 | 0.8 | 5.2 | -0.3 | -2 | 0.9
O=C(c1ccco1)N1c2ccccc2Sc2ccccc21 | -4 | 3.5 | 2 | 10 | -1 | 1.2 | 1 | 5.3 | 0.1 | 32 | 1.2
COc1ccc(S(=O)(=O)N(C)CC(=O)Nc2ccccc2SC)cc1 | -11 | 1.4 | -4 | 10 | -11 | 1 | 1 | -0.8 | -0.4 | 4 | 1
CN(C(=O)CSc1nnc(-c2ccco2)o1)C1CCCCC1 | 9 | 3.0 | 7 | 1 | -31 | 0.9 | 0.9 | -0.9 | -0.2 | -7 | 0.9
CC(=O)c1ccc(OCc2ccc(Oc3c(Cl)cccc3[N+](=O)[O-])cc2)cc1 | -1 | 0.7 | 15 | -5 | -2 | 0.9 | 0.8 | 13* | -0.3 | 49 | 0.8
O=C(CSc1nnc(-c2ccccc2)o1)c1ccc2c(c1)OCCO2 | 12 | 1.5 | -2 | 4 | 4 | 1 | 1 | 8.4* | -0.2 | -4 | 1.1
CCN1C(=O)/C(=C2\SC(=S)N(CC3CCCO3)C2=O)c2ccccc21 (stereo not drawn) | 2 | -0.1 | 17 | 4 | 10 | 1 | 0.8 | 3.6 | -0.1 | 14 | 1
c1ccc2c(c1)Sc1ccccc1-n1cnnc1-2 | · | 1.3 | 6 | 2 | 5 | 1.2 | 0.9 | 1.5 | -0.5 | 4 | 1.1
CCOC(=O)C1CCCN(S(=O)(=O)c2ccc(Br)c(OC)c2)C1 (stereo not drawn) | -45 | -3.8 | 7 | 0 | 2 | 1 | 0.9 | 2.6 | -0.1 | -1 | 0.9
CCN(Cc1cc2ccc(C)cc2[nH]c1=O)C(=O)c1ccncc1 | -23 | 1.4 | 11 | 6 | 2 | 0.9 | 0.9 | 4.6 | -0.4 | -6 | 0.9
CCCCCCNC1=NCCS1 | -18 | -0.6 | -4 | 2 | 17 | 1.1 | 1 | 5.0 | -0.3 | 5 | 1.1
CS(=O)(=O)NCCCc1ccccc1 | -12 | 2.2 | 10 | 7 | -5 | 1 | 0.9 | 0.6 | -0.4 | -3 | 1
Cc1ccc(S(=O)(=O)NC(CN2CCOCC2)=NCCNS(=O)(=O)c2ccccc2)cc1 | 4 | -0.3 | -1 | 25 | -7 | 0.9 | 1 | 2.4 | -0.5 | 0 | 0.9
COC(=O)c1ccc2c(=O)n(CCCCCC(=O)O)c(=S)[nH]c2c1 | 4 | 0.9 | -5 | 6 | 4 | 1 | 1 | 3.8 | -0.1 | -6 | 1.1
O=C(Nc1nc2ccccc2s1)c1ccc(N2CCCCC2)c([N+](=O)[O-])c1 | 18 | 0.3 | 10 | -24 | -3 | 1.1 | 0.9 | 2.6 | -0.4 | 37 | 1
O=C(COC(=O)C1=COCCO1)Nc1ccccc1 | -10 | 0.0 | -15 | 2 | -8 | 1.1 | 1.1 | -0.5 | -0.3 | -3 | 1.1
Cc1c(CCOC(=O)CC23CC4CC(CC(C)(C4)C2)C3)sc[n+]1CC(=O)c1ccccc1 | -18 | -0.6 | -42 | 8 | 10 | 1.1 | 1.4 | -1.9 | -0.3 | 92* | 1

Next part
structure | S1P3 antag | DTT redox prof | Diaphorase inh | G6PDH counter | TLR4 MyD88 comp | PMI act satM6P | Diaphorase act | RAM inhibit | Hsp70 act | Lmaj promast | PMI act
Cc1[nH]c2ccccc2c1C(=O)COC(=O)Cn1c(C(F)(F)F)nc2ccccc21 | -7 | -0.1 | 16 | 10 | 2 | 0.5 | 0.8 | 1.3 | 0.0 | -1 | 0.9
O=C(O)C1=C[C@@H](C2CCCCC2)C[C@@H](OCc2ccc(CO)cc2)O1 | 0 | 9.3 | -2 | 21 | 6 | 0.9 | 1 | -0.5 | -0.4 | -6 | 1.1
CCN(CC)S(=O)(=O)c1cc(NS(=O)(=O)c2cccc(Cl)c2)ccc1C | -12 | 0.3 | 16 | -7 | -2 | 1 | 0.8 | 7.9 | -0.3 | 65* | 0.9
Cc1cccc2cc(COC(=O)c3ccco3)c(=O)[nH]c12 | -12 | 2.1 | 0 | 2 | 5 | 1.1 | 1 | 0.8 | 0.4 | -4 | 1.1
CNC(=O)c1sc(=S)n(-c2ccc(OC)cc2)c1N | -10 | 0.3 | 15 | 3 | -2 | 1 | 0.9 | 0.4 | -0.4 | -2 | 1
Cc1ccc(OCC(=O)NNC(=O)CCC(=O)NCc2ccccc2)cc1 | · | -8.6 | 12 | 5 | -1 | 1 | 0.9 | 3.5 | 0.1 | -5 | 0.9
COc1ccc(Cl)cc1S(=O)(=O)N1CCN(C(=O)c2ccco2)CC1 | 8 | 3.0 | 16 | 7 | -5 | 0.9 | 0.8 | 1.7 | -0.3 | -7 | 0.8
Cc1nc(NC(=O)/C=C/c2ccccc2)sc1C(=O)N1CCCCC1 | -20 | 0.7 | 18 | 6 | -5 | 0.9 | 0.8 | 0.7 | -0.1 | 1 | 0.9
COc1ccc(Cn2nnnc2C(c2ccccc2Cl)N2CCN(C)CC2)cc1 (stereo not drawn) | -14 | -2.6 | 10 | -2 | 5 | 1.1 | 0.9 | 0.5 | -0.1 | -7 | 1
COc1cc(/C(C)=N/NC(=O)C(O)(c2ccccc2)c2ccccc2)ccc1O | 16 | -0.4 | -7 | 9 | -9 | 1 | 1.1 | 0.9 | -0.1 | 6 | 1.1
COc1ccc(CCN2C(=O)C3C4CC(C5C(C(N)=O)=NOC45)C3C2=O)cc1OC (stereo not drawn) | · | 0.1 | 1 | 11 | -6 | 1.1 | 1 | 1.0 | -0.2 | -4 | 1.2
C=C(C)C(=O)Nc1nnc(-c2cccs2)s1 | 0 | 0.2 | 15 | 4 | -2 | 0.9 | 0.8 | 0.4 | -0.2 | 8 | 1
COc1ccc(OCC(=O)N/N=C/c2ccncc2)cc1 | -16 | -1.3 | -2 | -4 | 1 | 1 | 1 | 3.1 | -0.2 | 0 | 1
COCc1cc(Sc2ccc(Br)cc2)nc(-c2ccccc2)n1 | · | 0.7 | 8 | 2 | 4 | 1 | 0.9 | 3.8 | -0.3 | -1 | 0.9
Nc1cc(C(=O)OCC(=O)NCc2ccco2)ccc1Cl | -11 | 1.1 | 3 | 8 | 1 | 1.1 | 1 | 2.5 | -0.4 | -7 | 1.1
O=C(O)C1SCCN1S(=O)(=O)c1ccc2ccccc2c1 (stereo not drawn) | · | -0.2 | 4 | 2 | 2 | 1.1 | 1 | -0.4 | -0.3 | -4 | 1.2
CCCOc1ccc(N2CC(C(=O)Nc3ccccc3C(=O)NCc3ccco3)CC2=O)cc1 (stereo not drawn) | 10 | -0.4 | 15 | -21 | -11 | 1 | 0.9 | 3.9 | 0.0 | 2 | 0.9
Cn1c(=O)n(C)c2cc([N+](=O)[O-])c(N3CCN(CCO)CC3)cc21 | -27 | 0.5 | 14 | 8 | -19 | 0.9 | 0.9 | 0.9 | -0.1 | 1 | 0.9
Cc1cccc(NC(=S)NC2CCCCCC2)c1C | 0 | 0.1 | 19 | 2 | -8 | 1 | 0.8 | -1.6 | 0.0 | 82* | 0.9
CCOc1cc(C(=S)N2CCOCC2)ccc1OS(=O)(=O)c1ccc(NC(C)=O)cc1 | · | -3.9 | 20 | 12 | -5 | 0.9 | 0.8 | 1.0 | -0.3 | -4 | 1

(list continues)
structure | S1P3 antag | DTT redox prof | Diaphorase inh | G6PDH counter | TLR4 MyD88 comp | PMI act satM6P | Diaphorase act | RAM inhibit | Hsp70 act | Lmaj promast | PMI act
Cc1cc(C(=O)O)c(C)n1-c1ccccc1 | · | 0.2 | 12 | 2 | -6 | 1.1 | 0.9 | 1.0 | -0.3 | -7 | 1.1
O=C(CNC1CCCCC1)N1CCc2ccccc2C1 | · | 0.2 | 16 | 15 | 8 | 0.9 | 0.8 | 0.1 | -0.1 | -2 | 0.9
CN(C)c1ccc(S(=O)(=O)NCC(=O)OCC(=O)Nc2cc(Cl)cc(Cl)c2)cc1[N+](=O)[O-] | -15 | 0.5 | 16 | -23 | 3 | 0.9 | 0.8 | 3.0 | 0.0 | -7 | 0.8
CCN(CC)C(=O)CN(C#N)c1nc(OC)nc(N(C)C)n1 | · | -2.4 | -14 | 6 | -1 | 1.1 | 1.1 | -0.1 | -0.3 | 24 | 1.1
CC(=O)N1N=C(c2ccccc2)OC12CCCC2 | -17 | -1.2 | 1 | 15 | -9 | 1 | 1 | -0.5 | -0.3 | -3 | 1
Cc1ccc(-c2cc(C(=O)NCC3CCCO3)no2)cc1 (stereo not drawn) | -8 | 2.2 | 17 | 12 | 1 | 0.9 | 0.8 | 1.1 | 0.1 | 13 | 0.8
COc1ccccc1C(=O)NCCc1c(C)[nH]c2c(C)ccc(F)c12 | -3 | 0.1 | 4 | -1 | -2 | 1 | 1 | 5.3 | -0.3 | -5 | 1

Single records, as listed above. Order of values: S1P3 antag | DTT redox prof | Diaphorase inh | G6PDH counter | TLR4 MyD88 comp | PMI act satM6P | Diaphorase act | RAM inhibit | Hsp70 act | Lmaj promast | PMI act
Shown for `CC(=O)N1N=C(c2ccccc2)OC12CCCC2` : -17 | -1.2 | 1 | 15 | -9 | 1 | 1 | -0.5 | -0.3 | -3 | 1
Shown for `CC(=O)c1ccc(OCc2ccc(Oc3c(Cl)cccc3[N+](=O)[O-])cc2)cc1` : -1 | 0.7 | 15 | -5 | -2 | 0.9 | 0.8 | 13* | -0.3 | 49 | 0.8
